Screening results: PubChem, The Scripps Research Institute Molecular Screening Center
PREPL inh: inhibitors of human prolyl oligopeptidase-like enzyme PREPL. actives 0.68% (n = 320,000). Q4J6C6. recombinant PREPL, fluorescence polarization activity-based probe. inhibition, % at 5.96 µM; in the data active means inhibition above about 43%;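 further: 0% = enzyme with DMSO and 100% = wells lacking enzyme; many of its hits are not listed in these tables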
pPAFAH inh: pPAFAH (human) enzyme inhibition. Q13093. recombinant pPAFAH, FP-rhodamine probe fluorescence polarization. inhibition, % at 3.39 µM. actives 1.5% (n = 330,000). AID 463082;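 active means inhibition above the mean inhibition across the screen plus 3 SD, cut at about 25% in these data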;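 further: inhibitors block binding of the rhodamine activity-based probe so polarization drops; 0% = enzyme with DMSO and 100% = wells lacking pPAFAH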
GSTO1 counter: blocks human GSTO1 in RBBP9 counter-screen; P78417; recombinant GSTO1, activity-based probe fluorescence polarization; inhibition, % at 5.96 µM; actives 1.1% (n = 300,000); AID 1974;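 active means inhibition above the campaign mean inhibition plus 3 SD, cut at about 35% in these data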;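 further: 0% = GSTO1-1 with DMSO and 100% = wells lacking GSTO1-1 enzyme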
PAFAH2 FP inh: PAFAH2 (human) inhibition; Q99487; recombinant PAFAH2, FP-rhodamine activity probe, fluorescence polarization; inhibition, % at 3.39 µM; actives 0.99% (n = 340,000); AID 492956;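 active means inhibition above the mean over all tested compounds plus 3 SD, cut at about 30% in these data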;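 further: inhibitors block probe labeling of enzyme so polarization drops; 0% = enzyme with DMSO and 100% = wells lacking PAFAH2 protein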
PAFAH1B3 inh: inhibitors of human PAFAH1B3. actives 0.28% (n = 340,000). Q15102. recombinant PAFAH1B3, FP-rhodamine probe, fluorescence polarization. inhibition, % at 3.39 µM. AID 492972;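 active means inhibition above the screen-wide average of all tested compounds plus 3 SD, cut at about 25% in these data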;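 further: 0% = enzyme with DMSO only and 100% = wells lacking PAFAH1B3 protein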
Target sequence (Q15102 whole entry, looked up): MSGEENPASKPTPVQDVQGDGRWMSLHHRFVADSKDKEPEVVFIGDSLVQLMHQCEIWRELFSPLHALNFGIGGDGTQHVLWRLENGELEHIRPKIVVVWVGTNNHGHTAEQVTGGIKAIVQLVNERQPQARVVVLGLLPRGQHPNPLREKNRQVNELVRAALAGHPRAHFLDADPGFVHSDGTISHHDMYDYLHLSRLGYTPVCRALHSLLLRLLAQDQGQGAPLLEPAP
PAD4 inh: PAD4 (human) enzyme inhibition. Q9UM07. recombinant PAD4, RCA probe fluorescence polarization. inhibition, % at 6.36 µM. actives 0.41% (n = 330,000);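 active means percent inhibition above a cutoff equal to the mean of all tested compounds plus 3 SD, cut at about 15% in these data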;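 further: 0% = PAD4 with RCA probe and DMSO and 100% = probe without PAD4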
Target sequence (Q9UM07 whole entry, looked up): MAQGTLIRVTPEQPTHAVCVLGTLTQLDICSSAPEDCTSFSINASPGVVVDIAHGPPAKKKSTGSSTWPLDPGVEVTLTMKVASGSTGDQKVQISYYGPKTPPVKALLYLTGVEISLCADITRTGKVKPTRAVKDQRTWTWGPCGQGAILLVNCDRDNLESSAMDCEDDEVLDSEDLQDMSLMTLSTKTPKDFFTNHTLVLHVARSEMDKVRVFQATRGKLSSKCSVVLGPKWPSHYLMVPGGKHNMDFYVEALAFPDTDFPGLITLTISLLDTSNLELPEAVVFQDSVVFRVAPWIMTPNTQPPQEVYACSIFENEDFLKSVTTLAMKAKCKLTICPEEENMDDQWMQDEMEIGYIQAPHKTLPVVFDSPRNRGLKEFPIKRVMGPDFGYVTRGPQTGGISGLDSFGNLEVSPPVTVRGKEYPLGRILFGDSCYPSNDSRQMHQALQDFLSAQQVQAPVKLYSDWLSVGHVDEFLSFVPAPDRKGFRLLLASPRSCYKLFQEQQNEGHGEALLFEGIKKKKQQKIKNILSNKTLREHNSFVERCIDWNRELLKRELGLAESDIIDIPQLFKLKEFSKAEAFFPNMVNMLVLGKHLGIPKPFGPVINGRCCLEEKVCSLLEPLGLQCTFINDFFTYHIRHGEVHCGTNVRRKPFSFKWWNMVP
PAFAH1B2 FP inh: inhibitors of human PAFAH1B2. P68402. recombinant PAFAH1B2, FP-rhodamine activity probe, fluorescence polarization. inhibition, % at 3.39 µM. actives 1.2% (n = 340,000). AID 492953;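 active means inhibition above the mean of all tested compounds plus 3 SD, cut at about 24% in these data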;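 further: 0% = enzyme with DMSO and 100% = wells lacking PAFAH1B2; many of its hits are not listed in these tables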
LYPLA2 inh: counter-screen for PME1 inhibitors: inhibitors of human LYPLA2. O95372. recombinant LYPLA2, FP-Rh probe fluorescence polarization. inhibition, % at 5.9 µM. actives 0.38% (n = 320,000);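 active means inhibition above the screen-wide mean plus 3 SD, limit set per campaign, cut at about 26% in these data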;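 further: 0% = LYPLA2 with DMSO and 100% = wells lacking LYPLA2 enzyme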
LYPLA1 counter: LYPLA1 (human) inhibition in PME1 counter-screen. O75608. recombinant LYPLA1, FP-Rh probe fluorescence polarization. inhibition, % at 5.9 µM. actives 0.16% (n = 320,000);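 active means inhibition above the mean of all tested compounds plus 3 SD, set per campaign, cut at about 14% in these data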;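 further: inhibitors block serine hydrolase probe labeling of LYPLA1 so polarization falls; 0% = enzyme with DMSO and 100% = wells lacking LYPLA1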
Active calls of the source: *; . = not tested or not shown. This is a subset (hit frequency here may not be typical).

Molecule	GSTO1 counter	PAFAH1B2 FP inh	PREPL inh	PAFAH2 FP inh	PAD4 inh	LYPLA2 inh	pPAFAH inh	PAFAH1B3 inh	LYPLA1 counter
COc1ccc(C(C[N+](=O)[O-])c2c(C)cc3ccccn23)cc1 (stereo unspecified)	16	5	24	1	3	6	15	2	0
O=C(c1cccnc1)N1N=C2CCCCCC2C1(O)C(F)(F)F (stereo unspecified)	0	9	5	-5	-2	-4	1	13	2
COC(=O)c1ccc(/C=N/NC(=O)CC(=O)NCc2cccnc2)cc1	-7	.	-1	.	-6	0	2	.	1
CCOc1ccc(NC2OCC(O)C(O)C2O)c([N+](=O)[O-])c1 (stereo unspecified)	-1	6	20	8	1	18	2	2	3
Cc1cnc(C(=O)OCC(=O)c2ccc(-c3ccccc3)cc2)cn1	18	1	1	10	1	7	3	5	-1
CC(C)[C@H](NC(=O)NCc1ccco1)C(=O)O	2	-4	4	-1	-4	-2	4	8	2
Cc1cc(NC(=O)COC(=O)[C@H](Cc2c[nH]c3ccccc23)NC(=O)c2ccc(F)cc2)no1	1	-2	1	-2	-4	5	4	6	3
CC(=O)OCC1=C(C(=O)O)N2C(=O)[C@@H](NC(=O)Cc3cccs3)[C@H]2SC1	6	5	2	39*	1	-2	16	5	-2
CC(C)C(=O)Nc1cccc(C(=O)Nc2ccc3c(c2)OCO3)c1	3	-1	-1	-7	-9	1	3	2	-2
O=C1/C(=C/c2cccs2)SC(=S)N1NS(=O)(=O)c1ccccc1	25	-2	-5	8	-4	-6	3	4	-1
CCN(CC)S(=O)(=O)c1ccc(N2CCOCC2)c(NC(=S)NC(=O)c2ccco2)c1	5	-5	-6	6	-1	-5	2	8	0
O=C1CC(c2ccccc2)SC(N(c2ccccc2)c2ccccc2)=N1 (stereo unspecified)	0	8	1	-10	0	4	1	3	2
COc1ccccc1NC(=O)CNC(=O)c1ccccc1	-3	1	4	8	2	6	6	9	-1
CC(=O)C(C)Oc1cc(C)cc2oc(=O)c(C)c(C)c12 (stereo unspecified)	3	5	9	-3	-2	-8	-2	2	-2
Cc1nc(NC(=O)CSc2nnc3ccccn23)c(Cl)cc1Cl	12	2	2	7	-3	0	0	3	-4
COc1ccc(N(CC(=O)NC2CCCC2)C(=O)Cn2nnc(-c3ccc(OC)c(OC)c3)n2)cc1	-4	5	5	7	4	0	-3	11	-4
O=C(CCCOc1ccc(Cl)cc1)N1CCCCC1	-1	19	17	-6	3	6	-1	1	-2
CCN(CC)c1ccc2cc(C(=O)NCc3ccc(F)cc3)c(=N)oc2c1	0	-2	8	5	-1	4	6	5	-1
CN(C)CC(=O)Nc1ccc(Oc2ccc(Cl)cc2)cc1	-1	4	2	6	2	4	26*	7	-2
c1ccc2c3c(c(CN4CCCC4)cc2c1)COC3	10	-1	3	3	-1	0	3	10	1
COc1ccc(OC(C)C(=O)N2CCOCC2)cc1 (stereo unspecified)	5	-2	14	-3	-1	3	0	14	3
COc1cccc2cc(C(=O)N3CCCCC3C)c(=O)oc12 (stereo unspecified)	3	3	16	-4	2	0	1	12	1
CN(C(=O)c1ccco1)c1ccccc1C(=O)O	0	-1	11	2	3	4	1	3	2
COC(=O)c1sc(NC(=S)NC(=O)c2ccccc2)nc1C	-6	-4	0	6	1	3	5	-2	2
CCN(CC)CCNC(=O)CCCCCn1c(=O)[nH]c2cc(C(=O)OC)ccc2c1=O	-4	-4	2	-7	-1	-1	-2	-1	-3
COc1ccc(OC)c(C2CC(=O)N3CN(c4ccccc4)CSC3=C2C#N)c1 (stereo unspecified)	13	0	12	4	1	5	-2	2	1
Cc1cccc([C@@H]2[C@@H]3C(=O)N(Cc4ccccc4)C(=O)[C@@H]3[C@]3(Cc4ccc(Cl)cc4)C(=O)N(c4cccc(Br)c4)C(=O)N23)c1	70*	-12	5	-4	-1	2	5	1	-3
N#Cc1cc([N+](=O)[O-])ccc1N1CCN(c2ccccc2O)CC1	8	0	53*	0	-2	15	13	6	1
CCCOc1ccc(C(=O)Nc2cccnc2)cc1	4	5	-2	3	-2	0	4	4	-4
Cc1cccc(Oc2cc([N+](=O)[O-])cc3c2C(=O)Nc2ccccc2O3)c1	-27	-24	13	-15	-14	1	21	-50	-5
CCCn1cc(S(=O)(=O)c2ccc(C)cc2)c(=O)c2cc(OC)ccc21	1	2	5	5	-4	-2	0	7	-2
Cc1c(NC(=O)/C(=C/c2cccs2)c2cccs2)c(=O)n(-c2ccccc2)n1C	-3	-2	-41	-4	-2	-2	9	-2	-1

7 records picked at random from those above:
Molecule	GSTO1 counter	PAFAH1B2 FP inh	PREPL inh	PAFAH2 FP inh	PAD4 inh	LYPLA2 inh	pPAFAH inh	PAFAH1B3 inh	LYPLA1 counter
Cc1cccc([C@@H]2[C@@H]3C(=O)N(Cc4ccccc4)C(=O)[C@@H]3[C@]3(Cc4ccc(Cl)cc4)C(=O)N(c4cccc(Br)c4)C(=O)N23)c1	70*	-12	5	-4	-1	2	5	1	-3
Cc1c(NC(=O)/C(=C/c2cccs2)c2cccs2)c(=O)n(-c2ccccc2)n1C	-3	-2	-41	-4	-2	-2	9	-2	-1
COc1ccc(OC)c(C2CC(=O)N3CN(c4ccccc4)CSC3=C2C#N)c1 (stereo unspecified)	13	0	12	4	1	5	-2	2	1
Cc1cccc(Oc2cc([N+](=O)[O-])cc3c2C(=O)Nc2ccccc2O3)c1	-27	-24	13	-15	-14	1	21	-50	-5
CCN(CC)CCNC(=O)CCCCCn1c(=O)[nH]c2cc(C(=O)OC)ccc2c1=O	-4	-4	2	-7	-1	-1	-2	-1	-3
CCCn1cc(S(=O)(=O)c2ccc(C)cc2)c(=O)c2cc(OC)ccc21	1	2	5	5	-4	-2	0	7	-2
N#Cc1cc([N+](=O)[O-])ccc1N1CCN(c2ccccc2O)CC1	8	0	53*	0	-2	15	13	6	1

Continued:
Molecule	GSTO1 counter	PAFAH1B2 FP inh	PREPL inh	PAFAH2 FP inh	PAD4 inh	LYPLA2 inh	pPAFAH inh	PAFAH1B3 inh	LYPLA1 counter
O=[N+]([O-])c1ccc(Cl)cc1NCc1cccnc1	2	2	-7	5	1	9	5	12	2
c1ccc(NC2=Nc3cccc4cccc2c34)cc1	-4	0	2	2	6	1	-1	9	5
COc1ccc(NC(=O)CCCCCN2C(=O)[C@@H]3Cc4ccccc4CN3C2=O)cc1Cl	2	5	-2	-3	3	7	7	4	-2
CCOc1ccc(N/C=C\C(=O)c2ccc3c(c2)OCO3)cc1	5	4	15	9	1	7	5	13	4
O=C(Cc1ccccc1)N/N=C/c1cc(Br)cc(Br)c1O	-6	8	4	6	-2	2	14	7	0
NC(=O)C1CCC(NC(=O)OCc2ccccc2)CC1 (stereo unspecified)	5	2	-6	2	3	4	-1	10	1
COC(=O)C(O)(CC(=O)Nc1ccc(OC)cc1)C(F)(F)F (stereo unspecified)	4	3	-3	-1	-1	1	-1	-2	1
Cc1ccc(NC(=O)C(c2ccc(Cl)cc2Cl)N2CCCC2)cc1 (stereo unspecified)	13	-1	-40	4	-2	-7	6	6	-3
Nc1nc(NCc2ccccc2)nc(-c2ccccc2)n1	-5	-2	2	4	-1	2	1	1	0
CC(C(=O)c1c[nH]c(C(=O)N=CN(C)C)c1)c1ncc(C(F)(F)F)cc1Cl (stereo unspecified)	2	7	-7	-2	3	5	2	15	1
O=C(NNC(=O)C(Cl)Cl)c1cnn(-c2ccccc2)c1C(F)(F)F	49*	8	25	6	1	4	-2	1	1
CCOc1ccc(CO/N=C/c2c(C)[nH]c(=O)[nH]c2=O)cc1	-2	-3	-1	4	-4	-3	5	6	-2
COc1ccc(C(=O)C(C)Sc2nnc(C3CC3)n2C2CC2)cc1 (stereo unspecified)	.	4	5	-3	1	5	0	3	-1
Cc1ccc(S(=O)(=O)N2CCOCC2)cc1C(=O)Nc1nc(-c2ccccn2)cs1	.	5	13	-3	2	.	7	7	.
COc1ccc(CCCC(=O)N/N=C/c2ccc(C)cc2)cc1	0	3	-54	0	3	2	-3	14	6
O=C(CSc1nnc(CNC(=O)c2cccs2)o1)Nc1ccc(Cl)cc1	3	13	-23	1	4	4	0	9	3

PREPL inh, what is marked active above.
mol	PAFAH1B2 FP inh	PREPL inh	PAFAH2 FP inh	PAD4 inh	pPAFAH inh	PAFAH1B3 inh
N#Cc1cc([N+](=O)[O-])ccc1N1CCN(c2ccccc2O)CC1	0	53*	0	-2	13	6

The list goes on:
Molecule	GSTO1 counter	PAFAH1B2 FP inh	PREPL inh	PAFAH2 FP inh	PAD4 inh	LYPLA2 inh	pPAFAH inh	PAFAH1B3 inh	LYPLA1 counter
COc1ccc(C(=O)C(CN2CCCC2)c2ccccc2)cc1 (stereo unspecified)	-37	2	-19	10	-9	3	1	7	3
O=C(CSc1nnc(Cc2cccs2)n1C1CC1)NC1CCS(=O)(=O)C1 (stereo unspecified)	.	0	10	5	-8	8	-1	3	2
O=c1c2[nH]cnc2n(-c2cccc(F)c2)c(=O)n1Cc1ccccc1	-4	9	4	-5	1	3	4	4	-2
CCN(CC)C(=O)CSc1ncnc2sc(C)c(C)c12	0	1	3	-28	0	-4	-2	3	1
Cc1cc(C(N)=O)nn1-c1c(Cl)cc(Cl)cc1Cl	4	6	-1	1	3	10	4	5	3
[O-]/[N+](=C\c1ccncc1)c1ccccc1	15	5	-12	-2	-3	10	0	-3	5
COc1ccc2oc(CS(=O)c3ccccc3)c(C(=O)O)c2c1 (stereo unspecified)	-5	3	-3	1	-6	-3	3	0	0
COc1ccc(NC(=O)C23CCC(C)(C(=O)C2)C3(C)C)cc1 (stereo unspecified)	4	2	-1	-3	0	-6	-3	4	2
Cc1ccc(OCC(=O)NNC(=O)C(=O)NC(C)(C)C)cc1	1	0	-4	3	-5	4	0	-1	2
CC1CCc2cc(F)ccc2N1C(=O)c1cccs1 (stereo unspecified)	1	15	-8	4	-1	4	5	2	2
COc1ccc(/C=C2/SC(=S)N(CCCC(=O)Nc3ccc(O)cc3)C2=O)cc1	0	1	25	5	1	-4	8	3	-7
CC(=O)/C(=N\Nc1ccc(Cl)cc1Cl)Sc1nnc(-c2ccccc2)n1-c1ccccc1	5	7	-23	0	1	-6	2	4	-1

Some of these compounds in order of heavy-atom count, high to low.
Molecule	GSTO1 counter	PAFAH1B2 FP inh	PREPL inh	PAFAH2 FP inh	PAD4 inh	LYPLA2 inh	pPAFAH inh	PAFAH1B3 inh	LYPLA1 counter
COc1ccc2oc(CS(=O)c3ccccc3)c(C(=O)O)c2c1 (stereo unspecified)	-5	3	-3	1	-6	-3	3	0	0
COc1ccc(NC(=O)C23CCC(C)(C(=O)C2)C3(C)C)cc1 (stereo unspecified)	4	2	-1	-3	0	-6	-3	4	2
CC1CCc2cc(F)ccc2N1C(=O)c1cccs1 (stereo unspecified)	1	15	-8	4	-1	4	5	2	2
